# Screening results: PubChem BioAssay, several laboratories
# FXN GAA850 act – activators of GAA850 frataxin (FXN) promoter. HEK293 lucGAA850 FXN promoter luciferase reporter, 24 h; percent of 10 µM SAHA response. activation, % at 6 µM. hit rate 0.56% among 360,000. AID 540364;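 active = activation above the average of all compounds screened plus 3 SD, cutoff fixed separately per campaign, cut at about 7.5% in these data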;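 also: 0% = DMSO wells and 100% = 10 µM SAHA wells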
# ADAM17 inh – inhibits human ADAM17; recombinant ADAM17, EDANS/DABCYL FRET peptide cleavage; P78536; hit rate 0.83% among 370,000; inhibition, % at 6.95 µM; AID 720648;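 active = inhibition above the mean of compounds lying between control limits plus 3 SD, set per campaign, cut at about 8.5% in these data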;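 also: 0% = DMSO-only wells as the low control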
# NPR1 activator – GC-A (human) enzyme activation; HEK293 GC-A cells, cGMP TR-FRET, EC30 ANP; 0% at EC30 ANP, 100% saturating ANP; activation, % at 10 µM; hit rate 0.14% among 370,000; AID 1671463; in the data active = activation above about 40%
# SMARCA2 act – increases SMARCA2 function in MMTV reporter cells; MG213 cells, MMTV-luciferase reporter, dexamethasone, overnight; activation, % at 9.1 µM; hit rate 1% among 370,000; in the data active = activation above about 7.8%;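 also: 0% = vehicle wells and 100% = reference activator wells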
# DAX1 inh-1 – inhibitors of DAX1 repression of SF-1 activated StAR promoter; inhibition, % at 6.8 µM; hit rate 1.1% among 370,000; AID 652010; HEK293T StAR-luciferase reporter, SF-1/DAX-1 repression relief;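 active = inhibition above the mean over all tested compounds plus 3 SD, cut at about 3.6% in these data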;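 also: 0% = DAX-1 cells with DMSO and 100% = cells lacking DAX-1 with DMSO; higher inhibition means more luminescence from relief of DAX-1 repression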
# ADAM10 inh – inhibits human ADAM10. O14672. recombinant ADAM10, EDANS/DABCYL FRET peptide cleavage, 3 h. hit rate 0.62% among 370,000. AID 720582. inhibition, % at 7 µM;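 active = inhibition above a per-campaign cutoff equal to the mean of compounds falling between control-based bounds plus 3 SD, cut at about 20% in these data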;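 also: 0% = DMSO wells while the 100% control is not disclosed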
# Target sequence (O14672 214-748 limits assumed): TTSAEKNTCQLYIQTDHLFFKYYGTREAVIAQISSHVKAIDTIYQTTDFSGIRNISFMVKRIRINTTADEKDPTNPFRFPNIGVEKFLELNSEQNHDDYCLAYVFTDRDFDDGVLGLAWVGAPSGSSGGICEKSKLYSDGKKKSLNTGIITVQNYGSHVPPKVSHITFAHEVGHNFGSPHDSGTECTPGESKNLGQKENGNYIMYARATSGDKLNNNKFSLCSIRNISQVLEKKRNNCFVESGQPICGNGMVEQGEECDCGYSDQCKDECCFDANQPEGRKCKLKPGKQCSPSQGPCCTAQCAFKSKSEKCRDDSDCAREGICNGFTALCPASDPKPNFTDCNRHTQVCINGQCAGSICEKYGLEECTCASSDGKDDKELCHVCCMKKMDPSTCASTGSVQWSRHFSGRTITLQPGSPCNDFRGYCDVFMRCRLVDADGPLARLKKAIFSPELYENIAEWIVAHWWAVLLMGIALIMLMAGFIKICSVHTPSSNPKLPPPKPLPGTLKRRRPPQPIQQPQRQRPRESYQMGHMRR
# DAX1 inh-2 – NR0B1 (DAX1) inhibition; P51843; HEK293 Gal4-DAX1 luciferase reporter, luminescence; inhibition, % at 6.75 µM; hit rate 0.99% among 340,000; AID 504766;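 active = inhibition above the mean over all tested compounds plus 3 SD, cut at about 4.2% in these data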;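 also: 0% = DAX1-transfected cells with DMSO and 100% = empty-vector control cells with DMSO; inhibition shows as a rise in luminescence from relieved DAX1 repression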
# Target sequence (P51843 207-470 limits assumed): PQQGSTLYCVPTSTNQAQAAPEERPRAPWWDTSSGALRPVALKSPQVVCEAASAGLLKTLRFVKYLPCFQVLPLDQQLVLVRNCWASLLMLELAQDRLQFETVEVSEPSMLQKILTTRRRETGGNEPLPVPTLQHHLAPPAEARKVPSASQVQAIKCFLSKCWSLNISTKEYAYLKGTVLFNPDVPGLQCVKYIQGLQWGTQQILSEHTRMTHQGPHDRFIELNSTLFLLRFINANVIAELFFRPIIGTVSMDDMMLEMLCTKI
# ssDAF-12 act – S. stercoralis DAF-12 activation, primary screen. activation, % at 6.8 µM. HEK293 ssDAF-12/GRIP1 lit1-tk-luc reporter, luminescence; % of 3 µM dafachronic acid response. hit rate 1% among 370,000. AID 652126;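 active = activation above the mean over all tested compounds plus 3 SD, cut at about 0.9% in these data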;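 also: 0% = DMSO-only wells and 100% = 3 µM delta7-dafachronic acid wells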
# PG9 Ab binder – PG9 antibody binding by small molecule; TR-FRET gp120-PG9 antibody binding; inhibition, % at 6.7 µM; hit rate 0.43% among 360,000; AID 624416; in the data active = inhibition above about 8.5%
# hcDAF-12 act – activates DAF-12 receptor from parasite H. contortus; HEK293 hcDAF-12 lit1-tk-luc reporter, luminescence; 0% DMSO, 100% Δ7-dafachronic acid; activation, % at 6.8 µM; hit rate 1.4% among 370,000; AID 652067;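 active = activation above the mean of all tested compounds plus 3 SD, cut at about 5.5% in these data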;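 also: 100% = response to 3 µM Δ7-dafachronic acid high control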
# hgDAF-12 ag – activates the H. glycines DAF-12 receptor ligand-binding domain. activation, % at 6.8 µM. hit rate 1.8% among 370,000. HEK293 GAL4-hgDAF12 UAS-luciferase reporter, agonist luminescence; normalized to butyrate control. AID 687014;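 active = activation above a cutoff set at the mean of all screened compounds plus 3 SD, cut at about 10% in these data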;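 also: 0% = DMSO wells and 100% = sodium butyrate wells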
# Active calls of the source: *; nt = no result given.
SMILES	NPR1 activator	FXN GAA850 act	ADAM10 inh	hgDAF-12 ag	PG9 Ab binder	ssDAF-12 act	hcDAF-12 act	ADAM17 inh	DAX1 inh-1	DAX1 inh-2	SMARCA2 act
COc1cc(CN2C[C@@H](CO)O[C@@H](n3cnc4c(NCC(C)C)ncnc43)C2)cc(OC)c1OC	-1	0.4	-18	3.2	-0.1	-0.9	1.0	-2	-1.2	nt	0
NC(=O)Nc1ccc(C(=O)OCC(=O)c2c[nH]c3ccccc23)cc1	2	0.3	8	4.0	-0.9	0.0	2.8	2	0.8	-1.6	1
Cc1ccc(N2CC(C(=O)NCCS(=O)(=O)N3CCN(c4ccccc4)CC3)CC2=O)cc1C (stereo not given)	-1	-1.9	-1	0.9	-0.8	-1.2	-2.2	-5	0.3	0.8	5
CCS(=O)(=O)N1CCC(C(=O)NCCCOC)CC1	4	0.4	7	-2.1	-2.6	-1.4	-0.1	2	0.1	-0.4	-4
CCCCOc1ccc(CSc2ncn[nH]2)cc1	0	0.8	7	1.7	-0.4	-1.2	-0.5	-1	-0.3	2.9	1
CCCCN(CCCC)CC(O)CN(c1cc([N+](=O)[O-])ccc1OC)S(=O)(=O)c1ccccc1 (stereo not given)	-8	-11	6	0.3	-1.2	-1.0	2.1	1	0.6	0.4	-1
CCOc1ccc(C(=O)NCC(c2ccco2)N2CCOCC2)cc1 (stereo not given)	3	0.7	-9	0.9	-0.6	-1.3	1.1	-7	-0.3	0.1	-2
CC(C)NC(=O)c1ccccc1S(=O)c1ccccc1C#N (stereo not given)	0	0.7	3	-0.9	-1.2	-0.7	0.6	2	0.6	-0.5	2
O=C(Cc1cccs1)N/N=C/c1ccccc1	-2	1.7	-6	0.3	-1.2	-0.6	0.3	-3	0.1	nt	-2
CC1CCCC/C1=N/Nc1ccc([N+](=O)[O-])cc1[N+](=O)[O-] (stereo not given)	0	0.6	-5	3.8	-1.5	-0.6	-1.1	-1	-0.3	0.2	0
COc1ccc(N2CCN(CCCn3c(=S)[nH]c4ccccc4c3=O)CC2)cc1	1	0.0	9	-3.4	-0.1	-1.3	-0.1	1	0.1	-3.1	0
CC(C)(C)c1ccc(CC(=O)N2CCC2(C)C(=O)O)cc1 (stereo not given)	-1	-0.3	-6	2.6	0.6	-1.6	1.0	3	1.8	nt	3
CC(C)(C)OC(=O)COc1cc(OCC(=O)OC(C)(C)C)c2c(=O)cc(-c3ccccc3)oc2c1	16	3.6	-121	-0.9	-3.7	-1.5	-2.5	-36	-2.3	-1.1	3
CN(C)c1ccc(/C=N/NC2=NS(=O)(=O)c3ccccc32)cc1	-1	0.8	8	-1.7	-9.5	-0.7	-0.4	0	0.8	0.3	-1
O=C(NCC(c1ccco1)N1CCCCC1)c1ccc2c(c1)S(=O)(=O)c1ccccc1C2=O (stereo not given)	9	-0.4	-1	-0.1	-0.4	-1.0	-2.5	1	0.8	-2.0	0
CCCSc1ccc(C(=O)Nc2ccc(Cl)cc2)cn1	3	3.3	3	5.4	-0.7	-0.1	3.8	2	-0.1	0.4	-2
CCN(CC)S(=O)(=O)c1ccc(OC)c(NC(=O)Cn2cnc3c2c(=O)n(C)c(=O)n3C)c1	-4	1.3	6	-2.4	0.1	-0.9	0.1	0	0.1	0.4	0
Cc1ccc(C(=O)NCCN2C3=NC[C@H](C)N3C[C@H]2Cc2ccc(O)cc2)cc1Br	0	0.3	-6	4.3	-0.3	-1.0	-2.0	-3	-0.2	1.4	0
CC1CN(C(=O)c2ccc(S(=O)(=O)Nc3ccccc3F)cc2)CC(C)O1 (stereo not given)	-1	-0.2	-4	-0.6	-1.7	-1.5	0.8	-6	-1.0	0.2	-2
CCOc1ccc(OCCOc2ccc(/C=C/C(=O)O)cc2OCC)cc1	5	-0.2	-6	1.8	-0.3	-0.2	-1.0	-6	-0.4	0.8	-2
NC(=O)c1nsc(C(=O)N(c2ccccc2)C(C(=O)NCC2CCCO2)c2cccs2)c1N (stereo not given)	nt	-1.7	-77	-1.0	-3.2	-1.1	-0.1	-23	-0.1	-0.5	-3
O=C(NCC(c1ccco1)N1CCOCC1)c1ccc([N+](=O)[O-])cc1 (stereo not given)	0	-1.2	-4	-2.0	0.9	-1.4	-1.3	-2	0.0	-0.3	0
C#CCOCCOCCOCCNc1nc(N2CCN(C(=O)[C@H](CCCCN)n3cc(CN)nn3)CC2)nc(N2CCN(C(=O)[C@H](CCC(=O)O)n3cc([C@@H](N)CCCCN)nn3)CC2)n1	5	0.8	-4	2.2	-0.4	-1.3	-1.5	-6	0.7	0.6	0
CCOC(=O)Cc1csc(NC(=O)c2sc3nc4ccc(CC)cc4cc3c2N)n1	10	0.6	-40	8.1	-0.4	0.2	2.7	-15	1.5	2.2	2
CC1CCN(S(=O)(=O)c2ccc(NC(=O)CSc3ncccc3C(=O)O)cc2)CC1	1	0.5	4	-2.0	0.1	-0.3	-0.7	0	-0.1	0.1	0
CCC(C(=O)OC)n1cnc2c(oc3ccccc32)c1=O (stereo not given)	1	3.0	5	0.2	-2.6	-0.8	1.3	-2	1.2	0.2	1
COc1ccc(/C=C/C(=O)NCC(=O)n2nc(C)cc2C)cc1	0	1.4	4	-1.2	-3.2	-1.4	-1.3	-1	0.0	nt	3
COc1ccc(NC(=O)NCc2ccco2)c(OC)c1	2	1.4	-4	-2.1	-0.8	-1.1	-0.8	1	0.5	0.8	1
COc1ccc(-c2cnn3c(N)c(S(=O)(=O)C(C)(C)C)cnc23)cc1	-5	-1.3	6	-1.7	0.3	-0.9	-0.4	3	-0.3	-1.3	-2
COC(=O)C(NC(=O)C(NC(=O)c1ccccc1)C(C)C)C(C)C (stereo not given)	3	1.8	4	-2.0	0.8	-1.5	0.3	0	0.0	1.0	-1
NC(=O)CC(NC(=O)c1ccc(Br)cc1)c1ccc(N2CCCCCC2)c([N+](=O)[O-])c1 (stereo not given)	-7	-1.1	22*	-7.4	-0.6	-1.8	-3.0	12*	-1.8	-2.7	-2
Cc1[nH]c(=O)nc2c1CCC2	0	1.5	-8	-0.5	-0.1	-1.1	-0.4	-5	0.1	-1.9	-1
CSc1ccccc1NC(=S)NCc1ccc(Cl)cc1	1	2.8	-1	6.5	0.5	-0.6	0.0	-3	1.1	3.2	1
CCOC(=O)[C@]12CCCC=C1N(Cc1ccccc1)C(=O)[C@H](CC(=O)NCc1cccc(C(F)(F)F)c1)C2	-3	nt	10	0.9	-1.0	-1.0	3.0	4	-0.4	nt	-5
O=c1c2cc(N3CCOCC3)ccc2[nH]c(=S)n1CCc1ccccc1	14	4.3	-26	0.7	-0.6	-1.2	-0.9	-14	0.7	-0.2	6
CC1CC(=O)Nc2ccccc2N1C(=O)CSc1nnnn1C(C)C (stereo not given)	2	-0.2	-3	1.0	-1.5	-1.5	-1.7	-7	0.0	0.4	1
CS(=O)(=O)N1CCN(C(=O)COc2ccc3ccccc3c2)CC1	-1	-0.6	8	-0.1	-2.5	-1.1	-0.7	3	-0.2	1.0	-7
CCOc1cc(CNCCc2ccccc2)ccc1OCC(=O)NC(C)(C)C	-6	-6.6	-1	-0.1	-0.9	-0.8	-0.1	1	-0.2	0.0	-1
COc1ccccc1C(=O)Nc1nsc(-c2ccccc2)n1	1	9.3*	8	10	-0.9	-0.8	2.3	-5	2.6	3.0	8.8*
O=C(Cn1cc(S(=O)(=O)Cc2ccc([N+](=O)[O-])cc2)c2ccccc21)N1CCOCC1	3	0.6	-5	-0.2	-1.0	-0.7	-0.6	-2	-2.6	1.1	0
FC(F)(F)c1ccccc1NC(=S)OC1CCC12CCC(c1ccccc1)CC2 (stereo not given)	2	nt	-8	2.5	nt	-1.2	0.2	-3	-0.8	nt	-5
Fc1ccc(-n2nnc(-c3ccccc3)n2)cc1	0	0.3	7	-3.4	-2.0	-0.5	-1.1	0	-0.7	1.2	0
CC[C@@]1(C(=O)OC)N[C@H](CN(C)S(=O)(=O)c2ccc(OC)cc2)[C@@H]2C(=O)N(C)C(=O)[C@@H]21	-1	1.6	-5	2.5	-0.6	-1.2	-1.2	-1	0.2	1.0	-4
CC(C)CC(=O)Nc1nnc(SCC(=O)NC2CCCC2)s1	2	-1.2	-6	0.5	0.1	-0.7	-1.0	-3	0.7	-0.5	3
COc1ccc(N(CC(=O)NC(C)c2ccccc2)S(=O)(=O)c2c(C)noc2C)cc1 (stereo not given)	1	-1.1	-6	-1.2	-1.1	-1.1	1.2	4	0.0	-0.3	-3
CCOC(=O)N1CCN(CC(O)COCc2ccccc2)CC1 (stereo not given)	-1	-1.1	-12	0.1	1.0	-1.3	0.0	-3	0.3	0.7	1
Cc1cnc(C(=O)Nc2ccccc2F)cn1	2	2.9	-5	4.3	1.7	-0.2	0.8	-6	1.2	1.7	6
CCn1nnnc1NC(=O)c1cc(Cl)c(OC)c(Cl)c1	-3	0.2	1	-0.2	0.5	-0.9	-2.4	-3	-0.1	0.2	2
CCN(CC)C(=O)CN(c1ccc(F)c(Cl)c1)S(C)(=O)=O	4	-0.2	-8	-2.4	0.0	-1.2	-1.7	-1	-0.7	0.7	1
CCOc1cc(C2C3=C(CC(C)(C)CC3=O)N(CCCOC)C3=C2C(=O)CC(C)(C)C3)ccc1OC	-3	0.7	-8	-2.0	0.8	-0.8	-0.2	-4	-0.6	-0.6	-2
COC(=O)c1cc(Br)c(=O)n(CCN2CCCCC2)c1	9	-0.2	-5	-0.3	0.5	-1.3	-0.5	-3	-0.3	0.0	0
CCNC(=O)NC(=O)C(C)Oc1ccc(Br)cc1Br (stereo not given)	-1	6.2	5	5.3	-2.1	-0.9	0.0	-1	0.8	1.1	7
C=CCOc1c(Cl)cc(CNc2ccc(N(C)C)cc2)cc1OC	-10	-3.6	-16	-3.7	-75	-1.6	0.8	-2	-0.9	-1.4	-3
COc1ccc(Cl)cc1NS(=O)(=O)c1cccc(C(=O)NC2CCC(O)CC2)c1 (stereo not given)	0	-0.5	0	0.3	-1.4	-0.2	-0.6	0	0.3	1.4	4
O=c1[nH]c(=O)c2cc([N+](=O)[O-])cc([N+](=O)[O-])c2[nH]1	-1	-1.2	12	-3.8	-1.3	-1.8	-0.6	4	-0.7	-2.4	0
N#CC1CC(c2ccccc2)Nc2cc(Cl)ccc2N1 (stereo not given)	-3	0.8	-175	20*	-1.6	0.8	6.0*	-86	-0.2	-1.7	3
O=C(/C=C/c1ccc(N2CCCCC2)c([N+](=O)[O-])c1)c1ccc(S(=O)(=O)N2CCCC2)cc1	1	2.0	6	1.1	1.5	-1.6	0.0	-1	0.2	0.4	-2
CCOC(=O)N1CCN(C(=O)CN(C)S(=O)(=O)c2ccc(OC)c(OC)c2)CC1	7	0.7	7	0.0	3.4	-1.0	-1.7	-3	0.6	0.7	-1
COCC(C)n1c(SCc2nc(N)nc(Nc3ccccc3C)n2)nc2ccccc2c1=O (stereo not given)	-11	0.4	2	-2.4	0.7	-1.0	-1.7	0	-0.4	0.5	-2
